inhibitors of VEEV: inhibitors of VEEV TC-83 cytopathic effect, confirmation, Vero cells (AID 588727). inhibition, % at 20 µM, or IC50 in µM where a hit was titrated. 350,000 compounds, 0.13% hits. Vero cells, VEEV TC-83 cytopathic effect inhibition; higher % means a stronger effect; in the data active = a potency from the dose series; inconclusive = inhibition mostly from about 14% at the one dose, without a potency; inactive = the rest, 99 in 100 with inhibition below about 12%; note: strong numbers were not always called active
H1N1 NS1A inhibition: NS1A inhibition, H1N1 influenza, cell based functional assay (AID 504329); 340,000 compounds, 0.3% hits; inhibition, % at 12.5 µM; hits with a dose series show IC50 in µM; NS1A functional cell-based assay, percent inhibition; higher % means a stronger effect; in the data active = a potency from the dose series; inconclusive = inhibition above about 27% without an active follow-up result; note: strong numbers were not always called active
H37Rv inhibition: M. tuberculosis growth inhibition, HTS (AID 449762). M. tuberculosis H37Rv growth inhibition, 7H9 media; higher % means a stronger effect. inhibition, % at 25 µM, or IC50 in µM where a hit was titrated. 330,000 compounds, 0.59% hits; in the data active = a potency from the dose series; inconclusive = inhibition above about 70% without an active follow-up result;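 note: bacterial growth assessed after seven days of incubation; strong numbers were not always called active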
Salmonella PhoP GFP: PhoP regulon inhibitors, Salmonella typhi PhoP promoter GFP reporter, confirmatory (AID 1850); inhibition, % at 50 µM, or IC50 in µM where a hit was titrated; 310,000 compounds, 0.33% hits; Salmonella Typhi PhoP-promoter GFP reporter, fluorescence, 4 h; higher % means a stronger effect; in the data active = a potency from the dose series; inconclusive = inhibition mostly from about 25% at the one dose, without a potency; inactive = the rest, 99 in 100 with inhibition below about 19%;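 note: 0% = induced wells with vehicle and 100% = uninduced wells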
M. tuberculosis: growth inhibition of non-replicating M. tuberculosis (AID 488890); Mycobacterium tuberculosis non-replicating, growth inhibition; higher % means a stronger effect; 320,000 compounds, 0.39% hits; inhibition, % at 25 µM, or IC50 in µM where a hit was titrated; in the data active = a potency from the dose series; inconclusive = inhibition mostly from about 82% at the one dose, without a potency; inactive = the rest, 99 in 100 with inhibition below about 76%;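 note: plate controls were DMSO cells for no effect and high antibiotic wells for full effect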
* = called active by the depositor; i = inactive; ? = inconclusive; . = no result given; & = joins results of further samples.

SMILES | inhibitors of VEEV | H1N1 NS1A inhibition | H37Rv inhibition | Salmonella PhoP GFP | M. tuberculosis
CCOc1cc(/C=C/C(=O)c2ccc(C)cc2)ccc1OCC(=O)N(C)C | 24.7% | 4.0% | 54.0% | 0.3% | 63.5%
O=C(O)CN1C(=O)/C(=C\C(Br)=C\c2ccccc2)SC1=S | 9.6% | -4.9% | -2.2% | 2.5% | 10.4%
O=C1N[C@@H](Cc2c[nH]c3ccccc23)COC(=O)[C@@H](Cc2ccc(F)cc2)C/C=C\C[C@H]1CC(=O)N(CCO)Cc1ccccc1 | 4.7% | 4.4% | 4.6% | . | 52.9%
CCN1CNC(=S)N(c2ccccc2C)C1 | i | 10.4% | -2.0% | 2.1% | -4.8%
O=C(NCCc1c[nH]c2ccccc12)C(F)(F)F | 1.9% | 8.0% | 2.0% | 0.9% | 3.0%
COc1nc(Nc2nc3ccccc3c(=O)[nH]2)nc2ccc(C)cc12 | 7.6% | 10.2% | -0.3% | 10.2% | -5.5%
COc1cc(C(C)=O)ccc1OC(=O)C(C)N1C(=O)c2ccccc2C1=O (stereo not given) | 0.3% | -6.9% | -2.2% | 2.9% | -0.6%
COc1ccc(NC(C)=O)cc1S(=O)(=O)NCCc1ccccn1 | i | -5.9% | -11.9% | . | -5.2%
COc1ccc(OC)c(S(=O)(=O)Nc2c(C)n(C)n(-c3ccccc3)c2=O)c1 | i | -10.3% | -5.0% | -0.5% | -3.0%
CCSC1=N/C(=C\c2ccccc2)C(=O)N1 | 0.5% | 5.0% | -2.6% | 0.2% | 71.3%
CN1CCN(C(=O)C2CCN(S(=O)(=O)c3ccc(F)cc3)CC2)CC1 | 1.2% | 0.7% | 4.4% | 1.8% | -18.0%
O=C(N/N=C/c1ccsc1)c1cc2ccccc2o1 | 0.1% | 4.0% | 5.2% | -1.1% | 20.5%
O=C(N/N=C/c1ccccc1Cl)C1CC1 | 0.4% | -4.1% | -2.5% | -9.9% | -4.8%
Cc1ccc(-c2cnc(-c3ccccc3C(=O)O)o2)cc1 | 0.8% | 8.7% | -9.5% | 3.6% | -9.0%
Cc1cc(C)cc(N(C(=O)c2csnn2)C(C(=O)NC2CCCCC2)c2ccncc2)c1 (stereo not given) | i | 4.4% | -2.6% | 4.7% | 4.0%
COCCn1c(SCc2nc3scc(-c4ccc(Cl)cc4)c3c(=O)[nH]2)nnc1-c1cccc(C)c1 | 2.2% | -1.4% | -4.4% | -8.2% | 47.1%
O=C(O)CCc1nc2cc(C(F)(F)F)ccc2n(Cc2ccccc2)c1=O | i | 1.9% | -1.4% | 8.8% | -2.0%
Cc1cccc(CS(=O)(=O)c2nnc([C@H](Cc3ccccc3)NC(=O)OC(C)(C)C)o2)c1 | i | 10.9% | -0.7% | -8.3% | ?
O=C1[C@H]2[C@@H](c3ccc(F)cc3)N3C(=O)N(c4cccc(F)c4)C(=O)[C@@]3(Cc3ccc(Cl)cc3)[C@H]2C(=O)N1C1CCCCC1 | i | 1.1% | -3.9% | -12.7% | 39.2%
O=C(OCC(=O)c1ccc(Cl)s1)c1cncc(Br)c1 | 1.2% | -8.3% | 10.2% | . | 64.9%
CC(=O)NCc1ccc(C(=O)CN2C(=O)NC3(CCCCC3C)C2=O)s1 (stereo not given) | 0.8% | -2.9% | . | . | .
COc1cc(Cl)ccc1OCc1cc(C(=O)N[C@H]2CCCCNC2=O)no1 | 4.6% | -2.6% | 4.7% | 8.3% | 2.7%
CN1C(=O)C(O)(CC(=O)c2cccs2)c2ccccc21 (stereo not given) | 0.4% | -5.3% | -3.4% | -2.0% | 13.2%
CC1C(c2ccccc2)=NNc2nc3c(c(=O)n(C)c(=O)n3C)n21 (stereo not given) | . | . | 5.5% | -2.4% | -7.3%
N#CCCn1cc(C(=O)O)c(-c2ccc3ccccc3c2)n1 | i | -3.9% | -2.8% | -7.5% | -2.6%
CCCCn1c(N)c(N(CCOC)C(=O)c2oc3ccc(Br)cc3c2C)c(=O)[nH]c1=O | 7.4% | 12.4% | . | . | .
Cc1ccc(NC2CCCN(C(=O)CSc3ccncc3)C2)cc1C (stereo not given) | 0.9% | -21.3% | 0.0% | -0.7% | 33.0%
CN(C)c1nnnn1-c1cccc(Oc2ncc(C(F)(F)F)cc2Cl)c1 | 0.4% | -2.9% | 6.3% | 0.7% | 12.4%
Cc1ccn2c(NC(=O)c3ccco3)c(-c3ccccc3)nc2c1 | i | -7.0% | 5.2% | 1.6% | 4.4%
CC(=O)COC(=O)c1cc(-c2ccc(C)cc2)nc2ccccc12 | i | 8.2% | 8.6% | -8.2% | 20.8%
Cc1cc(C)cc(N(CC(=O)N2CCn3c2nc2ccccc23)S(=O)(=O)c2c(C)noc2C)c1 | 0.7% | 8.2% | 1.0% | -1.2% | -3.6%
CN(C(=O)CSc1nc2cc(Cl)ccc2c(=O)n1Cc1ccco1)C1CCS(=O)(=O)C1 (stereo not given) | 3.6% | -6.3% | -3.8% | -0.1% | 12.6%
COC(=O)CCN1CCC(c2cc(-c3cccc(C(F)(F)F)c3)n[nH]2)CC1 | i | 3.6% | 5.4% | -8.5% | 2.4%
CC1CCN(C(=O)c2cc(Cl)ccc2NC(=O)c2ccco2)CC1 | i | -6.2% | 7.3% | 5.7% | -4.8%
CC(C)n1c(=S)[nH]c2c1c(=O)[nH]c(=O)n2C | 0.2% | 2.3% | -4.2% | -1.3% | 5.8%
CN(Cc1c(F)cccc1Cl)C(=O)c1cccc(S(=O)(=O)N2CCN(Cc3ccccc3)CC2)c1 | i | -19.3% | . | . | .
Cc1cccc(NC(=O)CSc2nnc(C)c(=O)n2N)c1 | 0.9% | 6.2% | -8.4% | 4.5% | -32.1%
O=C(O)c1cccnc1SCc1ccccc1Cl | 1.2% | 3.3% | -2.4% | 2.5% | 26.4%
Cc1cccc(CCN(C(=O)Cc2cccs2)C(C(=O)NC2CCCCC2)c2cccnc2)c1 (stereo not given) | i | -29.7% | 4.8% | -1.2% | -1.4%
Clc1ccc(-c2csc(N3CCC(c4ccccc4)C3)n2)cc1 (stereo not given) | 7.5% | -2.4% | -1.0% | -1.7% | 14.8%

The list goes on (two carried over from the part before).
SMILES | inhibitors of VEEV | H1N1 NS1A inhibition | H37Rv inhibition | Salmonella PhoP GFP | M. tuberculosis
Cc1cccc(CCN(C(=O)Cc2cccs2)C(C(=O)NC2CCCCC2)c2cccnc2)c1 (stereo not given) | i | -29.7% | 4.8% | -1.2% | -1.4%
Clc1ccc(-c2csc(N3CCC(c4ccccc4)C3)n2)cc1 (stereo not given) | 7.5% | -2.4% | -1.0% | -1.7% | 14.8%
[O-]C1=N/[N+](=C/c2ccc(Cl)c(Cl)c2)CC1 | 1.0% | 1.0% | -0.3% | -6.6% | -4.7%
Cc1ccc(C(CC(=O)N2CCNCC2)c2ccccc2)c(O)c1C (stereo not given) | 1.1% | 3.5% | -5.2% | -6.0% | 9.3%
O=C1N/C(=C/c2ccc(N3CCOCC3)cc2)C(=O)N1Cc1ccc(F)cc1 | 2.4% | -7.4% | -23.3% | 24.4% | 8.8%
CCCOc1ccc(C(=O)NNC(=S)NC(=O)c2cccs2)cc1 | >25µM* | -8.2% | ? | 19.7% | 0.46µM*
Cc1onc(-c2c(F)cccc2Cl)c1C(=O)NCCc1ccc(S(N)(=O)=O)cc1 | 3.4% | 19.0% | 3.4% | -8.9% | 1.0%
CCOC(=O)c1sc(=NC(=O)/C=C/c2cccs2)n(C)c1C | 1.1% | -9.7% | -1.8% | 3.9% | -5.2%
O=C(NC1CCCC1)C(NS(=O)(=O)c1cccc2nsnc12)c1ccccc1 (stereo not given) | 0.4% | 2.6% | -4.5% | 2.3%&-7.0% | -2.5%
COc1cc(C(=O)OCC(=O)Nc2c(F)c(F)c(F)c(F)c2F)cc(OC)c1OC | 0.8% | 7.3% | 2.3% | 3.8% | 10.5%
O=C(CC1C(=O)NCCN1CCCc1ccccc1)NCCc1ccccc1Cl (stereo not given) | 0.9% | -3.2% | 18.0% | -15.5% | 49.6%
Cc1cc(=O)oc2cc(OCC(=O)NCCCN3CCCC3=O)c(Cl)cc12 | i | 8.7% | -8.1% | 2.6% | -19.4%
CCn1nc(C(C)C)cc1C(=O)N1CCCC(CO)(Cc2ccc(F)cc2F)C1 (stereo not given) | 3.5% | 5.8% | 7.4% | -21.8% | 11.9%
COc1cccc(C(=O)n2c(SC)nc3cc4c(cc32)OCCO4)c1 | 3.5% | 0.7% | 0.5% | -12.4% | 11.6%
Cc1noc(C)c1S(=O)(=O)N1CCC(C(=O)NCCC2=CCCCC2)CC1 | i | 4.4% | 0.2% | -4.2% | -4.2%
C[C@H](NC(=O)[C@H]1N2C(=O)c3ccccc3C2SC1(C)C)C(=O)NCC1CCCO1 (stereo not given in full) | 1.0% | 4.1% | 16.7% | -1.7% | 11.0%
COc1ccc(C(=O)Oc2ccc(/C=N/NC(=O)Cc3ccc([N+](=O)[O-])cc3)cc2)cc1 | 0.1% | -2.5% | 4.8% | -13.3% | -15.4%
FC(F)(F)c1nc(-c2cccnc2)ncc1-c1nnnn1-c1ccccc1 | 4.1% | 3.6% | -3.4% | -15.4% | 17.3%
CCc1nnc(SCC(=O)N2CCCc3ccccc32)nc1CC | 4.2% | -7.0% | 4.3% | 0.9% | 1.4%
O=C(c1ccc([N+](=O)[O-])cc1)N1CCc2ccccc21 | 0.5% | -1.0% | 4.2% | 2.6% | 29.8%
O=C(NCCN1C(=O)S/C(=C\c2ccc(F)cc2)C1=O)c1cccc(S(=O)(=O)N2CCOCC2)c1 | 9.9% | 0.4% | 6.5% | -2.5% | -6.7%
CC[C@@H]1C=C(C(=O)O)[C@H](c2ccc(F)cc2)N1S(=O)(=O)c1ccc(C)cc1 | 1.4% | -2.0% | 12.5% | . | -2.6%

Complete entries as entered above. Order of values: inhibitors of VEEV, H1N1 NS1A inhibition, H37Rv inhibition, Salmonella PhoP GFP, M. tuberculosis
O=C(c1ccc([N+](=O)[O-])cc1)N1CCc2ccccc21 is listed with 0.5%, -1.0%, 4.2%, 2.6%, 29.8%
FC(F)(F)c1nc(-c2cccnc2)ncc1-c1nnnn1-c1ccccc1 is listed with 4.1%, 3.6%, -3.4%, -15.4%, 17.3%
COc1cccc(C(=O)n2c(SC)nc3cc4c(cc32)OCCO4)c1 is listed with 3.5%, 0.7%, 0.5%, -12.4%, 11.6%
CCc1nnc(SCC(=O)N2CCCc3ccccc32)nc1CC is listed with 4.2%, -7.0%, 4.3%, 0.9%, 1.4%
CC[C@@H]1C=C(C(=O)O)[C@H](c2ccc(F)cc2)N1S(=O)(=O)c1ccc(C)cc1 is listed with 1.4%, -2.0%, 12.5%, ., -2.6%

(more compounds)
SMILES | inhibitors of VEEV | H1N1 NS1A inhibition | H37Rv inhibition | Salmonella PhoP GFP | M. tuberculosis
CCCCN(CC)S(=O)(=O)c1ccc(C(=O)Nc2nnc(-c3ccccc3Cl)o2)cc1 | 11.8% | -1.9% | ? | 4.1% | ?
c1coc(Cn2nnnc2CN2CCN(C3CCCCC3)CC2)c1 | 0.3% | 6.9% | -9.6% | 1.5% | -4.3%
CCOC(=O)/C(=C\c1cn(C)c2ccccc12)[N+](=O)[O-] | 0.8% | 2.5% | -8.0% | -9.1% | 20.6%
COc1ccc(-c2cn(Cc3ccc([N+](=O)[O-])cc3)nn2)cc1 | 0.1% | -3.0% | 4.7% | 16.7% | 16.7%
C=CCN1C2=NCCCN2c2ccccc21 | 0.2% | -10.7% | -7.9% | 3.8% | 30.1%
CC(=O)c1ccc(S(=O)(=O)NC2CC(=O)N(c3ccc(C)c(C)c3)C2)cc1 (stereo not given) | 1.6% | -0.6% | -7.6% | 8.0% | 1.1%
CCOc1ccc2[nH]c(C)cc(=O)c2c1 | 0.3% | -2.0% | -4.3% | -2.4% | -3.1%
C=CCOc1ccc(-c2nc3c(c(=O)[nH]c(=O)n3Cc3ccccc3)n2CCCOC)cc1 | 2.9% | -6.8% | 7.3% | 5.5% | -5.4%
COC(=O)c1c(C)[nH]c(C)c1-c1ccccc1 | 0.3% | -2.5% | 3.3% | -5.2% | 6.6%
O=C(c1ccc(OC2CCN(CCc3ccccc3)CC2)cc1)N1CCC[C@H]1CO | 1.3% | -1.3% | . | . | .
Cc1c(C(=O)NC(C)CN2CCCCC2)oc2ccccc12 (stereo not given) | 1.2% | -12.2% | . | 1.7% | .
CCOc1cc(NC(=O)C2CC2)c(OCC)cc1NC(=O)c1ccccn1 | 11.0% | 11.1% | 8.4% | 17.4% | 13.8%
Cc1ccccc1S(=O)(=O)Nc1nc2ccccc2nc1Cl | i | -7.5% | -7.8% | -3.8% | 50.6%
NS(=O)(=O)c1cccc(NC(=O)COC(=O)CSCc2ccccc2)c1 | i | -4.0% | -1.5% | . | -6.4%

Source: PubChem BioAssay (Southern Research Specialized Biocontainment Screening Center)
